# Compound activity: PubChem, Broad Institute
# Mtb BioA inh: M. tuberculosis BioA enzyme inhibitors, primary screen, biochemical, plate reader, single point, HTS | 7,8-diaminopelargonic acid synthase BioA (Mycobacterium tuberculosis) | purified M. tuberculosis BioA enzyme | inhibition, % at 9.99 µM | hit rate 0.096% among 360,000 | AID 602481, 2012; in the data active = inhibition above about 40%
# Numbers without * were called inactive.
SMILES,Mtb BioA inh
CO[C@@H](C(=O)N(C)C[C@H]1OCc2ccccc2-c2ccccc2C(=O)N([C@H](C)CO)C[C@@H]1C)c1ccccc1,-1.2
CN(C)CCCNC(=O)C[C@@H]1CC[C@@H](NC(=O)Cc2cccnc2)[C@@H](CO)O1,-0.2
CCNC(=O)C[C@H]1CC[C@H]2[C@H](COc3ccc(NC(=O)Cc4ccccc4)cc3C(=O)N2C)O1,-1.7
C[C@@H]1CN([C@@H](C)CO)S(=O)(=O)c2ccc(C#C[C@@H](C)O)cc2O[C@H]1CN(C)C(=O)C1CCCCC1,0.9
C[C@@H]1CN([C@H](C)CO)C(=O)Cc2cc(NC(=O)NC3CCCCC3)ccc2O[C@@H]1CN(C)C(=O)NC1CCCCC1,0.4
C[C@@H]1CN([C@@H](C)CO)C(=O)c2cc(N(C)C)ccc2O[C@@H](C)CCCCO[C@@H]1CN(C)C(=O)c1ccccc1,6.7
COC(=O)N(C)C[C@H]1OCc2ccccc2-c2c(n(C)c3ccccc23)C(=O)N([C@@H](C)CO)C[C@@H]1C,0.6
C[C@@H]1CCCCO[C@H](CN(C)S(=O)(=O)c2ccccc2)[C@H](C)CN([C@@H](C)CO)C(=O)c2cc(NS(=O)(=O)c3ccc(F)cc3)ccc2O1,-0.6
CCCNC(=O)C[C@H]1C[C@H]2c3cc(NC(=O)CC4CC4)ccc3O[C@H]2[C@H](CO)O1,-0.1
CCCC(=O)Nc1ccc2c(c1)OC[C@H](C)N(Cc1cccc(F)c1)C[C@@H](C)[C@@H](OC)CN(C)C2=O,0.5
Cc1ccc(S(=O)(=O)Nc2ccc3c(c2)CC(=O)N([C@H](C)CO)C[C@@H](C)[C@H](CN(C)C(=O)Nc2ccccc2)O3)cc1,0.3
CN1[C@@H]2c3ccc(-c4ccccc4F)c(=O)n3C[C@H]1[C@H](CO)[C@H]2C(=O)NCc1ccccn1,-0.7

# Part of the list above, set out differently.
compound | Mtb BioA inh
COC(=O)N(C)C[C@H]1OCc2ccccc2-c2c(n(C)c3ccccc23)C(=O)N([C@@H](C)CO)C[C@@H]1C | 0.6
CCCC(=O)Nc1ccc2c(c1)OC[C@H](C)N(Cc1cccc(F)c1)C[C@@H](C)[C@@H](OC)CN(C)C2=O | 0.5
CN1[C@@H]2c3ccc(-c4ccccc4F)c(=O)n3C[C@H]1[C@H](CO)[C@H]2C(=O)NCc1ccccn1 | -0.7
CCCNC(=O)C[C@H]1C[C@H]2c3cc(NC(=O)CC4CC4)ccc3O[C@H]2[C@H](CO)O1 | -0.1
C[C@@H]1CN([C@@H](C)CO)S(=O)(=O)c2ccc(C#C[C@@H](C)O)cc2O[C@H]1CN(C)C(=O)C1CCCCC1 | 0.9
CN(C)CCCNC(=O)C[C@@H]1CC[C@@H](NC(=O)Cc2cccnc2)[C@@H](CO)O1 | -0.2
C[C@@H]1CN([C@H](C)CO)C(=O)Cc2cc(NC(=O)NC3CCCCC3)ccc2O[C@@H]1CN(C)C(=O)NC1CCCCC1 | 0.4

# Another view of some results above:
Molecule | Mtb BioA inh
CCCC(=O)Nc1ccc2c(c1)OC[C@H](C)N(Cc1cccc(F)c1)C[C@@H](C)[C@@H](OC)CN(C)C2=O | 0.5
C[C@@H]1CCCCO[C@H](CN(C)S(=O)(=O)c2ccccc2)[C@H](C)CN([C@@H](C)CO)C(=O)c2cc(NS(=O)(=O)c3ccc(F)cc3)ccc2O1 | -0.6

# Further records follow.
SMILES,Mtb BioA inh
O=C(C[C@H]1CC[C@H]2[C@@H](COC[C@H](O)CN2Cc2cc(F)ccc2F)O1)NCc1ccc(Oc2ccccc2)cc1,-1.4
COc1ccc(NC(=O)N(C)C[C@@H]2Oc3ncc(C#Cc4ccc(F)cc4)cc3C(=O)N([C@H](C)CO)C[C@@H]2C)cc1,-1.9
O=C(C[C@H]1CC[C@H](NC(=O)c2cccnc2)[C@H](CO)O1)NCCN1CCCCC1,0.8
C/C=C/c1ccc([C@H]2[C@@H](CO)N(C(=O)CC)[C@H]2CN(C)S(C)(=O)=O)cc1,-1.9
C[C@H]1CN([C@@H](C)CO)C(=O)c2cc(-c3ccccc3)cnc2O[C@@H]1CN(C)C(=O)c1ccccc1F,-2.7
Cc1noc(C)c1S(=O)(=O)Nc1cccc2c1O[C@H](CN(C)C)[C@H](C)CN([C@@H](C)CO)C2=O,3.9
O=C(C[C@H]1CC[C@H]2[C@@H](COC[C@@H](O)CN2Cc2cccc(C(F)(F)F)c2)O1)NCc1ccncc1,0.7
C[C@H](CO)N1C[C@H](C)[C@H](CN(C)Cc2ccc(C(=O)O)cc2)Oc2ccc(NC(=O)C3CCCCC3)cc2C1=O,-0.4
Cc1noc(C)c1S(=O)(=O)Nc1ccc2c(c1)CC(=O)N([C@@H](C)CO)C[C@H](C)[C@H](CN(C)Cc1ccc(Cl)c(Cl)c1)O2,0.9
Cc1cccc(CN(C)C[C@H]2OCc3cn(nn3)CCCC(=O)N([C@@H](C)CO)C[C@H]2C)c1,-0.4
C[C@@H]1CCCCO[C@@H](CN(C)C(=O)Cc2ccccc2)[C@H](C)CN([C@@H](C)CO)C(=O)c2cc(NS(=O)(=O)c3ccccc3)ccc2O1,-0.4
Cc1ccc(S(=O)(=O)Nc2cccc3c2O[C@@H](CN(C)C(=O)NC2CCCCC2)[C@H](C)CN([C@@H](C)CO)C3=O)cc1,-0.4
CO[C@H](CN(C)C(=O)Nc1ccc(F)cc1)[C@@H](C)CN(Cc1ccccc1Cl)[C@H](C)CO,12.7
COCC(=O)Nc1ccc2c(c1)OC[C@H](C)N(Cc1ccccc1)C[C@@H](C)[C@H](OC)CN(C)C2=O,1.1
C[C@@H]1CN([C@@H](C)CO)C(=O)c2cc(C#CC3(O)CCCC3)cnc2O[C@@H]1CN(C)Cc1ccncc1,-0.6
C[C@@H]1CN([C@H](C)CO)C(=O)CCCn2cc(nn2)CO[C@H]1CN(C)Cc1ccccc1C(F)(F)F,-2.5
COc1ccc(S(=O)(=O)Nc2ccc3c(c2)C(=O)N([C@H](C)CO)C[C@H](C)[C@H](CN(C)CC2CCCCC2)OCCCC[C@H](C)O3)cc1,4.5
C[C@H](O)C#Cc1ccc2c(c1)O[C@@H](CN(C)Cc1ccccn1)[C@@H](C)CN([C@@H](C)CO)S2(=O)=O,1.1
COC(=O)C[C@H]1CC[C@@H]2[C@@H](COc3ccc(NC(=O)c4ccc(F)cc4)cc3C(=O)N2C)O1,2.2
O=C(CCN1CCCCC1)N[C@@H]1CC[C@H](CCNC(=O)c2cc(Cl)cc(Cl)c2)O[C@@H]1CO,-2.6
C[C@@H]1CN([C@@H](C)CO)C(=O)c2cc(NC(=O)Nc3ccc(C(F)(F)F)cc3)ccc2O[C@@H]1CN(C)Cc1ccccc1,-2.8
CO[C@@H]1CN(C)C(=O)c2cc(NC(=O)C3CC3)ccc2OC[C@@H](C)N(CC2CCCC2)C[C@@H]1C,1.8
C[C@H]1CN([C@@H](C)CO)C(=O)c2cccc(NC(=O)C3CC3)c2O[C@H]1CN(C)S(C)(=O)=O,-0.9
C[C@@H]1CN([C@@H](C)CO)C(=O)c2cc(NC(=O)Nc3ccc(C(F)(F)F)cc3)ccc2O[C@@H]1CN(C)C(=O)NC1CCCCC1,1.5
Cc1ccc(S(=O)(=O)N[C@@H]2CC[C@@H](CCn3cc(-c4cccnc4)nn3)O[C@@H]2CO)cc1,11.3
CO[C@H]1CN(C)C(=O)c2cc(NC(C)=O)ccc2OC[C@H](C)N(Cc2cncnc2)C[C@H]1C,-2.1
CC(C)NC(=O)N1[C@@H]2CNc3ccccc3[C@@H]2[C@@H]1CO,-2.0
C[C@@H]1CN([C@@H](C)CO)C(=O)c2cccc(NC(=O)C3CCCCC3)c2O[C@H]1CN(C)Cc1ccc(Oc2ccccc2)cc1,-1.1
C[C@H]1CN([C@@H](C)CO)S(=O)(=O)c2ccc(-c3cccc(C#N)c3)cc2O[C@@H]1CN(C)C(=O)Nc1ccccc1F,1.3
CCCNC(=O)N1C[C@@H](C)[C@H](OC)CN(C)C(=O)c2ccc(NC(=O)C3CCC3)cc2OC[C@@H]1C,-3.3
CCCNC(=O)N1C[C@H](O)COC[C@H]2O[C@@H](CC(=O)NCc3ccncn3)CC[C@@H]21,-1.7
OC[C@H]1[C@@H](c2ccc(-c3ccccc3)cc2)[C@@H]2CN(CCC(F)(F)F)CCCCN12,0.4
CNC(=O)C[C@H]1CC[C@@H]2[C@@H](COc3ccc(NC(=O)C(C)C)cc3C(=O)N2C)O1,-2.3
COc1ccc(-c2cnc3c(c2)C(=O)N([C@H](C)CO)C[C@H](C)[C@H](CN(C)Cc2ccncc2)O3)cc1,-0.4
C[C@H](CO)N1C[C@H](C)[C@@H](CN(C)C(=O)Nc2ccc3c(c2)OCO3)Oc2ccc(NC(=O)C3CC3)cc2C1=O,-1.6
CCCNC(=O)[C@@H]1[C@@H](CO)[C@@H]2Cn3c(ccc(C4=CCCCC4)c3=O)[C@@H]2N1C(=O)c1cnccn1,-0.9
N#Cc1cccc(-c2ccc([C@H]3[C@@H](CO)N4CCCCN(C(=O)Nc5ccccc5)C[C@@H]34)cc2)c1,-0.1
C[C@H](CO)N1C[C@H](C)[C@H](CN(C)Cc2ccc(Cl)c(Cl)c2)Oc2ccc(NC(=O)Cc3ccccc3)cc2C1=O,0.2
COc1ccc(CN(C)C[C@H]2OCCCC[C@@H](C)Oc3ccc(N(C)C)cc3C(=O)N([C@@H](C)CO)C[C@@H]2C)cc1,-1.8
COc1ccc(NC(=O)N(C)C[C@@H]2Oc3ccc(NC(=O)Cc4ccccc4)cc3CC(=O)N([C@H](C)CO)C[C@@H]2C)cc1,-1.8
Cc1ccc(S(=O)(=O)N[C@H]2CC[C@@H](CCNC(=O)C3CCOCC3)O[C@H]2CO)cc1,-2.6
C[C@H]1CN([C@@H](C)CO)C(=O)c2cc(C#CC3CC3)cnc2O[C@@H]1CN(C)C(=O)Nc1ccccc1,-0.3
Cc1ccc(S(=O)(=O)N(C)C[C@H]2Oc3ccc(NS(=O)(=O)c4ccccc4)cc3C(=O)N([C@H](C)CO)C[C@@H]2C)cc1,1.2
O=C(C1CCCC1)N1CCCCN2[C@H](CO)[C@H](c3ccc(-c4cccc(F)c4)cc3)[C@@H]2C1,-1.1
C[C@H](CO)N1C[C@H](C)[C@H](CN(C)C(=O)Nc2ccc(C(F)(F)F)cc2)OCCCC[C@H](C)Oc2ccc(NC(=O)Cc3ccccc3)cc2C1=O,-8.8
C[C@H](O)C#Cc1cnc2c(c1)C(=O)N([C@H](C)CO)C[C@H](C)[C@@H](CN(C)C(=O)Cc1ccccn1)O2,-1.2
COc1ccc(NC(=O)Nc2cccc3c2O[C@H](CN(C)C(=O)NC2CCCCC2)[C@@H](C)CN([C@@H](C)CO)C3=O)cc1,-1.1
C[C@H](CO)N1C[C@H](C)[C@H](CN(C)Cc2ccc(Oc3ccccc3)cc2)Oc2ccc(NC(=O)Nc3ccc(F)cc3)cc2C1=O,-0.7
C[C@@H]1CN([C@H](C)CO)C(=O)c2cc(NC(=O)CCCN(C)C)ccc2O[C@H]1CN(C)C(=O)Nc1ccc2c(c1)OCO2,1.2
COc1ccc(NC(=O)N(C)C[C@@H]2Oc3ccc(NC(=O)Nc4c(C)noc4C)cc3CC(=O)N([C@H](C)CO)C[C@H]2C)cc1,5.7
CC(C)NC(=O)N1[C@@H]2CN(C(=O)Nc3ccc(F)cc3)c3ccccc3[C@@H]2[C@@H]1CO,-0.3
C[C@H](CO)N1C[C@H](C)[C@@H](CN(C)C(=O)C2CCC2)Oc2ncc(C#CCc3ccccc3)cc2C1=O,0.0
COCC(=O)N(C)C[C@@H]1Oc2cc(C#CC(C)C)ccc2S(=O)(=O)N([C@H](C)CO)C[C@H]1C,3.3
COc1ccc(S(=O)(=O)Nc2ccc3c(c2)CC(=O)N([C@H](C)CO)C[C@@H](C)[C@H](CN(C)S(=O)(=O)c2ccc(C)cc2)O3)cc1,2.2
CCNC(=O)[C@@H]1[C@@H](CO)[C@@H]2Cn3c(ccc(-c4ccc(F)cc4)c3=O)[C@@H]2N1Cc1cc(F)ccc1F,6.5
O=C(NCC[C@H]1CC[C@H](NS(=O)(=O)c2cccc(F)c2)[C@H](CO)O1)C1CCOCC1,3.8
Cc1ccc(S(=O)(=O)Nc2ccc3c(c2)C(=O)N([C@@H](C)CO)C[C@@H](C)[C@H](CN(C)C(=O)NC(C)C)O3)cc1,-2.8
CO[C@@H]1CC[C@H]2CCOc3ccc(C#N)cc3C(=O)N(C)C[C@H](C)C(=O)N(C)C[C@H]1O2,-2.2
O=C(Cc1ccccn1)N1CCCCN2[C@H](C1)[C@@H](c1ccc(Br)cc1)[C@@H]2CO,2.9
COc1cccc(C(=O)N2C[C@H]3[C@@H](c4ccccc42)[C@@H](CO)N3Cc2cccnc2)c1,-5.2
# The list continues.
SMILES,Mtb BioA inh
C[C@@H]1CN([C@@H](C)CO)S(=O)(=O)c2ccc(C#Cc3cccc(F)c3)cc2O[C@H]1CN(C)C,-0.2
C[C@@H]1CN([C@H](C)CO)C(=O)c2cc(NC(=O)Cc3cn(C)c4ccccc34)ccc2O[C@H]1CN(C)S(=O)(=O)c1ccc(Cl)cc1,-5.5
C[C@@H]1CCCCO[C@H](CN(C)S(=O)(=O)c2cccs2)[C@H](C)CN([C@@H](C)CO)C(=O)c2cc(NS(=O)(=O)c3cccs3)ccc2O1,0.5
C[C@@H]1CN([C@@H](C)CO)C(=O)c2cc(C3=CCCCC3)cnc2O[C@H]1CN(C)C(=O)c1ccc(F)cc1,1.8
Cc1noc(C)c1NC(=O)NCC[C@@H]1CC[C@@H](NC(=O)c2ccncc2)[C@@H](CO)O1,1.0
CCCNC(=O)N1[C@H](CO)[C@@H](c2ccc(-c3cccnc3)cc2)[C@@H]1C#N,0.5
O=C(Nc1nccs1)[C@@H]1[C@@H](CO)[C@@H]2Cn3c(cccc3=O)[C@@H]2N1C(=O)C1CCCCC1,-0.7
C[C@@H]1CN([C@@H](C)CO)C(=O)c2cc(NS(=O)(=O)c3cn(C)cn3)ccc2O[C@H]1CN(C)S(=O)(=O)c1ccc(F)cc1,-0.9
C[C@H]1CN([C@@H](C)CO)C(=O)c2cccc(NC(=O)Nc3ccc(F)cc3)c2O[C@@H]1CN(C)Cc1ccc(Cl)c(Cl)c1,2.9

# The list is partial; count on the stated rates, not on these rows.
